From PubChem BioAssay
RXFP1 antag = blocks the human relaxin receptor RXFP1. HEK293-RXFP1, relaxin-stimulated cAMP HTRF, 30 min; active compounds read low. Q9HBX9. hit rate 0.59% among 350,000. activity change, negative = inhibition, % at 57.5 µM;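 active = activity change of -60% or lower, but not beyond a set lower limit; inconclusive = change between -60% and -40%, or beyond the set limit; inactive = change above -40%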; also: % is scaled to controls: 0 for no effect and ±100 for the full control effect
Pol iota inh = DNA polymerase iota (human) inhibition; hit rate 1% among 390,000; Q9UNA4; AID 588590; Pol iota fluorescent replication assay, 10 min; Potency, µM (doses to about 115 µM), inactives show top-dose activity, negative = inhibition, actives largely listed as inhibitors; also: potency is read from the fitted curve at half-maximal effect
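Pol iota at 10 nM preincubated 15 min with compounds at room temperature; reaction started with fluorescent substrate, 50 nM final. Fluorescence read kinetically at 0 and 10 min; buffer-only wells as negative control.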
POLB inh = DNA polymerase beta (human) inhibition; Pol beta primer extension/strand displacement, fluorescence kinetic; Potency, µM (doses to about 114 µM), for inactives: at the top dose activity change, negative = inhibition, usual class: inhibitors; AID 485314; hit rate 1.3% among 340,000; P06746; also: potency is read from the fitted curve at half-maximal effect; % is scaled to controls: 0 for no effect and ±100 for the full control effect
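Preincubation: enzyme (10 nM) with compound, 15 min, RT. Reaction: substrate added to 50 nM final. Reads: 0 and 10 min. Analysis: normalized, Hill fit.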
BLM inh = blocks DNA unwinding by human BLM helicase; P54132; recombinant BLM DNA unwinding, fluorescence dequenching; Potency, µM (series often up to 56.1 µM), inactives show top-dose activity change, negative = inhibition, most hits filed as inhibitors; hit rate 0.2% among 350,000; AID 2528;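 also: potency is read from the fitted curve at half-maximal effect; plate controls were vehicle for no effect and no enzyme for full effect; nearly all actives have a fitted effect of over 35% in size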
Pol kappa inh = DNA polymerase kappa (human) inhibition; Q9UBT6; purified Pol kappa, fluorescent DNA synthesis assay, 10 min; Potency, µM (doses to about 107 µM), for inactives: at the top dose activity, negative = inhibition, most hits filed as inhibitors; hit rate 0.53% among 400,000; AID 588579; also: potency is read from the fitted curve at half-maximal effect; % is scaled to controls: 0 for no effect and ±100 for the full control effect
Target sequence (Q9UBT6 whole entry, looked up): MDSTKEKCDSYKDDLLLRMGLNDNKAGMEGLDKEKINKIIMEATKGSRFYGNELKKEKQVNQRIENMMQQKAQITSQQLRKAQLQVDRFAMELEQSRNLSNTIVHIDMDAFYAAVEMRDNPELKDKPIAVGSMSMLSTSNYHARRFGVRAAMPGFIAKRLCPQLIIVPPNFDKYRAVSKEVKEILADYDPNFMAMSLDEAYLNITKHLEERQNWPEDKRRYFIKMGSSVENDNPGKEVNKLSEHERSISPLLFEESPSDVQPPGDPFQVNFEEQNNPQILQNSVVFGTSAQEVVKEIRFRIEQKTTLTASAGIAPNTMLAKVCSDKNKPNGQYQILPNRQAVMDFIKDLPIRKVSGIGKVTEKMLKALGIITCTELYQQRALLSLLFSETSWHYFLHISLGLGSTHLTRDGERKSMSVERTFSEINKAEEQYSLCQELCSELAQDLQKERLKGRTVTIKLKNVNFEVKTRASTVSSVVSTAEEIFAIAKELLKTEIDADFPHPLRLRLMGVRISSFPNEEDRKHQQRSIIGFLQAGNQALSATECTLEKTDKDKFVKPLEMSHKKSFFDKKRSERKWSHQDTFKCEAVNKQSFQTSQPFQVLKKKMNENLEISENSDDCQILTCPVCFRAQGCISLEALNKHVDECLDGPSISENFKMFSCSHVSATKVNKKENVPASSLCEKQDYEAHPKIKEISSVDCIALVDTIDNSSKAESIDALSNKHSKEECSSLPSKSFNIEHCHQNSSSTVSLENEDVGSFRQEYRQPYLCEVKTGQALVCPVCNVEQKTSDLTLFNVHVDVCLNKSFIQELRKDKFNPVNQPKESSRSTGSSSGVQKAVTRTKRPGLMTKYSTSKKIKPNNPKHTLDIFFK
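Pol kappa 10 nM + cpd, 15 min RT; start w/ substrate 50 nM final; fluorescence kinetic read, 0 and 10 min. Neg ctrl: buffer, no enzyme.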
Pol eta inh = blocks human DNA polymerase eta activity. Q9Y253. recombinant Pol eta, fluorescent DNA replication assay. Potency, µM (top dose mostly 114 µM), without a hit: at the top dose activity change, negative = inhibition, hits mostly inhibitors. hit rate 1.2% among 390,000. AID 588591; also: potency is read from the fitted curve at half-maximal effect; % is scaled to controls: 0 for no effect and ±100 for the full control effect
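Pol eta (10 nM) was preincubated with compounds for 15 min at room temperature, after which fluorescent replication substrate (50 nM final) was added to start the reaction. Fluorescence was read kinetically at 0 and 10 min.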
PGK inhibitor = inhibitors of T. brucei phosphoglycerate kinase; P07378; PGK/GAPDH coupled, Kinase-Glo luminescence, 60 min; Potency, µM (top dose mostly 57.5 µM), inactives show top-dose activity change, negative = inhibition, actives largely listed as inhibitors; hit rate 0.043% among 380,000; AID 602233; also: potency is read from the fitted curve at half-maximal effect; % is scaled to controls: 0 for no effect and ±100 for the full control effect; nearly all actives have a fitted effect of over 60% in size
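Recombinant glycosomal PGK reaction used 1,3-bisphosphoglycerate generated in-well by GAPDH (100nM final) in 100mM TEA pH 7.6, 5mM MgCl2, 0.01% Tween-20. After 60 minutes at room temperature, ATP was read by Kinase-Glo Plus luminescence end-point.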
Apoferritin bind = binds horse apoferritin like a general anesthetic | P02791 | apoferritin/1-aminoanthracene competitive binding, fluorescence | Potency, µM (top dose mostly 77.5 µM), for the others: at the top dose activity change, negative = displacement, actives largely listed as inhibitors | hit rate 0.074% among 350,000 | AID 485281; also: potency is read from the fitted curve at half-maximal effect; % is scaled to controls: 0 for no effect and ±100 for the full control effect; nearly all actives have a fitted effect of over 20% in size
Target sequence (P02791 2-175 limits assumed): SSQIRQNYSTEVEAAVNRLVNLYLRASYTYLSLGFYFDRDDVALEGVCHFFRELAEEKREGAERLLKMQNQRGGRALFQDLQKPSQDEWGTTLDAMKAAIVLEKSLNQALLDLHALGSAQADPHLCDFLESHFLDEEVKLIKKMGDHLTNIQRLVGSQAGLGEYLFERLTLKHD
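Read-out: endpoint 1-AMA fluorescence, excitation 380 nm and emission 535 nm, after compounds sit 10 min at room temperature with 10 uM horse-spleen apoferritin in 50% saturated 1-AMA/PBS. Values come from four-parameter Hill fits.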
APE1 inh = APE1 (human) endonuclease inhibition; P27695; recombinant APE1, TAMRA/BHQ-2 abasic DNA cleavage fluorescence; Potency, µM (doses to about 65.8 µM), for inactives: top-dose activity change, negative = inhibition, most hits filed as inhibitors; hit rate 0.35% among 350,000; AID 2517;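 also: potency is read from the fitted curve at half-maximal effect; plate controls were vehicle for no effect and reference inhibitor for full effect; nearly all actives have a fitted effect of over 55% in size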
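Step 1: APE1 (0.75 nM) with compound, 15 min RT. Step 2: add 50 nM fluorophore/quencher THF duplex. Step 3: three fluorescence reads 60 s apart (525/598 nm); read 3 minus read 1 = reaction progress.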
An asterisk follows results filed as active; i = inactive; ? = inconclusive; · = no result given; & = joins results of further samples; [ ] = another dose, or the depositor's remark. Unless noted, calls follow the shape of the dose curve; as a rule, active = well fitted curve in the direction sought with a large enough effect; inconclusive = small, poorly fitted or top-dose-only effect, or another doubt; inactive = no such curve, though single readings can be large; an effect the other way counts as inactive or inconclusive.

SMILES	RXFP1 antag	Pol iota inh	POLB inh	BLM inh	Pol kappa inh	Pol eta inh	PGK inhibitor	Apoferritin bind	APE1 inh
O=C(Cc1ccc(Cl)cc1)Nc1ccc(N2CCN(C(=O)c3ccco3)CC2)cc1	-1	?	?	-8%	-4%	?	-3%	-8%	2%
CC(C)CN(CCNC(=O)CN1C(=O)COc2ccc(S(=O)(=O)N3CCC(C)CC3)cc21)CC(C)C	8	25%	9%	-1%	11%	-13%	i	-6%	16%
Oc1ccc(N=Nc2ccc3c(c2)OCCO3)c2ncccc12	?	43%[activator]	19%	-3%	1%	-9%	0%	-10%	2%
Cc1nnc(SCCCn2c(N3CCN(c4ccccc4)CC3)nc3c2c(=O)[nH]c(=O)n3C)s1	-8	10%	31%[activator]	3%	-9%	-11%	-1%	-8%	-6%
Nc1cc(N)nc(SCC(=O)NNC(=O)c2ccc(Cl)cc2)n1	8	18%	-7%	0%	-13%	1%	-2%	-12%	-3%
O=C(CNC(=O)c1ccc(Br)o1)NC1CCCCC1	9	-13%	35%	-1%	1%	-9%	-4%	-14%	-1%
CS(=O)(=O)NCCNc1cc(Cl)ccc1[N+](=O)[O-]	5	63%[activator]	4%	3%	-2%	-4%	-8%	-13%	3%
COCCN1C(=O)c2oc3ccc(C)cc3c(=O)c2C1c1ccc(C(=O)OC)cc1 (stereo not given)	25	9%	1%	1%	-1%	-7%	i	3%	·
COCCN1C(=O)/C(=C2/C(=O)N(CC(=O)Nc3ccccc3Cl)c3ccccc32)SC1=S	0	28%	8%	-2%	-13%	-6%	0%	-4%	-9%
CC1(C)C2CCC1(CS(=O)(=O)NC1CCCC1)C(=O)C2 (stereo not given)	16	-24%	37%	1%	1%	-8%	-8%	-3%	-1%
COc1ccc(Nc2c(-c3ccco3)nc3cccc(C)n23)cc1	2&-8	41%&16%[activator]	30%&-4%	-7%&-6%	0%&8%	-19%&-8%	-11%&-1%	-9%&-4%	13%
CCN(CC)CCCn1c2c(c(SCC(=O)Nc3nc4ccccc4s3)nc1=O)CCC2	6	18%	·	·	-11%	6%	-6%	·	32%
Cc1ccc(C(=O)CSc2ccccn2)cc1	-1	?	11%	-1%	-7%	6%	-8%	?	1%
Cc1ccc(C2(C)NC(=O)N(CC(=O)N3c4ccccc4NC(=O)CC3C)C2=O)cc1 (stereo not given)	1	38%[activator]	·	·	6%	-3%	i	·	-8%
CCOc1ccc(N(CC)C(=O)CCc2nc(-c3ccccc3F)no2)cc1	-10	7%	0%	-5%	5%	-6%	-2%	-2%	·
CC(=O)Nc1ccc(C(=O)Nc2nc(-c3ccccn3)cs2)cc1	3	?	13%	-5%	-22%	2%	2%	-1%	-1%
C=CCN(c1ccccc1)S(=O)(=O)c1cccc(C(=O)NCC(c2ccc(OC)cc2)N2CCCCC2)c1 (stereo not given)	-14	-3%	·	·	-12%	-18%	-2%	·	12%
Cc1ccc(C(=O)NCCCNC(=O)c2ccc(C)nc2)cc1	-9	23%	18%	2%	-9%	5%	4%	3%	32%
Cc1cccc(NC(=O)CSc2nnc(CN3CCOCC3)n2C)c1C	0	13%	2%	-6%	9%	-3%	i	-11%	-3%
O=C(/C=C/c1ccc([N+](=O)[O-])cc1)Nc1ncc([N+](=O)[O-])s1	4	?	-8%	-6%	-22%	-11%	2%	-21%	1%
CCNC(=S)N1CCCCC1CO (stereo not given)	1	-17%	-2%	4%	1%	-16%	i	-4%	5%
COc1ccc(-c2cn3c(C)c(C(=O)N4CCCc5ccccc54)sc3n2)cc1	5	2%	·	·	-14%	-21%	-6%	·	·
CC(C)(C)OC(=O)C[C@H]1C/C=C\C[C@H](CC(=O)NCCO)C(=O)N[C@@H](c2ccccc2)COC1=O	·	-5%	·	·	-1%	-5%	5%	·	-6%
CCC(=O)N1CC2(c3ccccc3)CN(C(=O)CC)CC(c3ccccc3)(C1)C2=O	9	9%	47%	-5%	2%	-20%	-2%	-5%	-3%
C/C(=N\NC(=O)c1nc2ccccn2c1C)c1cccc([N+](=O)[O-])c1	18	172%[activator]	11%	-3%	-2%	-21%	-8%	-6%	2%
CC(=O)c1cccc(OCc2cc(C(=O)N(C)CCc3ccccn3)no2)c1	9	37%[activator]	0%	-2%	-4%	10%	-1%	-21%	30%
O=C(NCC1OCCCN1S(=O)(=O)c1cc(F)ccc1F)C(=O)NC1CCCC1 (stereo not given)	-3	24%	?	-3%	-13%	-8%	4%	-5%	-15%
O=C1c2cccc(OCC(=O)N3CCCc4ccccc43)c2CCN1Cc1cccnc1	1	97%[activator]	-2%	-1%	-4%	-15%	i	-20%	7%
CCN(CC(=O)Nc1ccc(OC)cc1)C(=O)Cc1coc2cc(C)c(C)cc12	-4	0%	·	·	-2%	-17%	-7%	·	-12%
COC(=O)c1cnn(-c2ccc(C(=O)Nc3cccc(C(C)=O)c3)cc2)c1N	-10	23%	-13%	0%	-2%[60.1 µM]	1%	-7%	-6%	20%
CCCCn1c(-c2ccc(OC)cc2)nc2c(=O)n(C)c(=O)[nH]c21	8	-6%	22%	-3%	-3%	-11%	·	3%	12%
CN(c1ccc(OCC(=O)N2CCCC2)cc1)S(=O)(=O)c1ccc(Cl)cc1	3	38%[activator]	·	·	-25%	-5%	4%	·	6%
Cc1ccc(CNC(=O)C2CCN(S(=O)(=O)c3cnc[nH]3)CC2)cc1	-13	30%[activator]	22%	1%	-19%	-7%	-8%	-9%	6%
CCOC(=O)C1(CC2CC2)CCN(Cc2cnc(-c3ccccc3C)nc2)CC1	-1	-9%	8%	-7%	10%	-14%	-7%	-11%	12%
Cc1ccc(S(=O)(=O)N2CCCCC2)cc1NC(=O)CN1C(=O)CN(C)C1=O	-9	92%[activator]	24%	-1%	-2%	-8%	4%	-2%	15%
CCOc1ccc(NC(=O)CSC2=Nc3ccccc3C3=NC(CC(=O)NCc4ccc5c(c4)OCO5)C(=O)N23)cc1 (stereo not given)	-13	9%	-1%	4%	-6%[60.1 µM]	?	-5%	?	·
O=C(O)CN(CC(=O)O)c1ccccc1OCCOc1ccccc1N(CC(=O)O)CC(=O)O	·	·	·	-5%	11%[60.1 µM]	·	·	-7%	-6%
O=C(Nc1nnc(-c2ccco2)o1)C1CCCCC1	·	1%	9%	2%	-15%	-10%	1%	-8%	2%
Cc1ccc2cc3c(N)[nH]nc3nc2c1	-8	15%	?	4%	-15%	-12%	15%	-6%	4%
O=C(N/N=C/c1cccc(Cl)c1Cl)Nc1ccccc1	-9	16%	18%	-8%	-11%	-5%	-4%	?	?
CCN1C(=O)C(CC(=O)Nc2ccc(Cl)cc2)N(NC(=O)c2ccncc2)C1=S (stereo not given)	9	127%[activator]	-2%	-11%	-10%	2%	-3%	16%	-7%
CCCOc1ccc(/C=N/NC(=O)CN2CCCCC2)cc1	0	180%[activator]	20%	0%	-6%	0%	-6%	-11%	25%
CC(C)/C=C/CN1CCN(CCCc2ccccc2)C(CCO)C1 (stereo not given)	10	28%	-3%	3%	-6%	-4%	-5%	-14%	-4%
Cc1sc(NC(=O)CS(=O)(=O)c2ccccc2)c(C#N)c1C	16	73%[activator]	·	·	-13%	-26%	1%	·	2%
COc1ccc(C(=O)CC2(O)C(=O)N(CCc3ccccc3)c3ccc(Br)cc32)cc1OC (stereo not given)	-15	-8%	-16%	-14%	-10%	-17%	8%	-3%	·

4 compounds out of the list above, ordered by the number in PGK inhibitor, highest first.
structure	PGK inhibitor
O=C(NCC1OCCCN1S(=O)(=O)c1cc(F)ccc1F)C(=O)NC1CCCC1 (stereo not given)	4%
Cc1sc(NC(=O)CS(=O)(=O)c2ccccc2)c(C#N)c1C	1%
O=C(N/N=C/c1cccc(Cl)c1Cl)Nc1ccccc1	-4%
COc1ccc(-c2cn3c(C)c(C(=O)N4CCCc5ccccc54)sc3n2)cc1	-6%

The list continues:
SMILES	RXFP1 antag	Pol iota inh	POLB inh	BLM inh	Pol kappa inh	Pol eta inh	PGK inhibitor	Apoferritin bind	APE1 inh
COc1cc(OC)cc(-c2cc3nc(C)c(CCC(=O)NC(C)CCc4ccco4)c(C)n3n2)c1 (stereo not given)	6	-10%	-10%	-6%	4%	-15%	-3%	-1%	-7%
CCc1ccc(NC(=O)CN(c2ccccc2)S(=O)(=O)N(C)C)cc1	-2	?	?	-23%	-5%	?	-9%	-8%	?
Cc1ccc2[nH]c(=O)c(CN(Cc3cccs3)Cc3nnnn3Cc3ccccc3)cc2c1	-16	-16%	9%	-6%	-8%	4%	-7%[11.5 µM]	-13%	-3%
Cc1ccc(S(=O)(=O)NCC(=O)Nc2cccnc2)cc1C	8	86%[activator]	·	·	-1%	-4%	-9%	·	20%
Cc1cccc(CNC(=O)Cn2ccc3cc(S(=O)(=O)N4CCCCCC4)ccc32)c1	3&-1	-19%&-7%	-21%&-10%	-3%&-2%	-2%&-7%	-16%&-19%	-9%	35%&126%[activator]	5%
Cc1oc2c(C)c3oc(=O)c(CCC(=O)N4C[C@H]5C[C@@H](C4)c4cccc(=O)n4C5)c(C)c3cc2c1C	·	11%	2%	-1%	-7%	-12%	7%	-7%	12%
CCOc1ccc(C(=O)Nc2cccc(NC(=O)c3ccc(C(C)(C)C)cc3)c2)cc1Br	1	6%	11%	-8%	2%	-8%	-2%	-12%	·
O=C(CCc1nc(-c2ccccc2)no1)NCc1ccco1	-7	?	-22%	-4%	-2%	?	-11%	-14%	0%
CCOC(=O)c1cccc(NC(=O)Cn2ncc3c(=O)oc4ccccc4c32)c1	·	?	20%	-12%	3%	1%	-1%	-5%	·
CCOc1ccc(-c2cc(C(=O)N3CCC(C)CC3)c3ccccc3n2)cc1	-8	22%	·	·	-4%	-26%	0%	·	·

Results in Apoferritin bind (two entries from above):
Molecule | Apoferritin bind
CC(C)CN(CCNC(=O)CN1C(=O)COc2ccc(S(=O)(=O)N3CCC(C)CC3)cc21)CC(C)C | -6%
CC(=O)c1cccc(OCc2cc(C(=O)N(C)CCc3ccccn3)no2)c1 | -21%

An excerpt (hit frequency here may not be typical).
